Compound activity as filed in PubChem BioAssay.
pPAFAH inh: pPAFAH (human) enzyme inhibition; 330,000 compounds, 1.5% hits; Q13093; AID 463082; recombinant pPAFAH, FP-rhodamine probe fluorescence polarization; inhibition, % at 3.39 µM;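 active means inhibition above the mean inhibition across the screen plus 3 SD, cut at about 25% in these data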;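 further: inhibitors block binding of the rhodamine activity-based probe so polarization drops; 0% = enzyme with DMSO and 100% = wells lacking pPAFAH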
Target sequence (Q13093 whole entry, looked up): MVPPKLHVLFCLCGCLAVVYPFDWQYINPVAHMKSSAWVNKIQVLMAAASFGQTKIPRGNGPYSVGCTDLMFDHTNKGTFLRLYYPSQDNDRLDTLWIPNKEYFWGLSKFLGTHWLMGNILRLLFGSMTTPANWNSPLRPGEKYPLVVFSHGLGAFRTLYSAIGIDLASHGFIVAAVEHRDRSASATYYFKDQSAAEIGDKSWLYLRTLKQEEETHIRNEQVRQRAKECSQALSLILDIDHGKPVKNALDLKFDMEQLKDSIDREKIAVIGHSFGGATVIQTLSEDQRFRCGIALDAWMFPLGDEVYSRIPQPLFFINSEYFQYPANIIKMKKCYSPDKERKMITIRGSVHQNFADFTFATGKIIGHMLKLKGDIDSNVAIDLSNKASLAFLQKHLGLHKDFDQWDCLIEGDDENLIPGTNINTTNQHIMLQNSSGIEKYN
LYPLA2 inh: LYPLA2 (human) inhibition in PME1 counter-screen; O95372; recombinant LYPLA2, FP-Rh probe fluorescence polarization; inhibition, % at 5.9 µM; 320,000 compounds, 0.38% hits; AID 2177;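 active means inhibition above the screen-wide mean plus 3 SD, limit set per campaign, cut at about 26% in these data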;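 further: 0% = LYPLA2 with DMSO and 100% = wells lacking LYPLA2 enzyme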
ZTA counter: counter-screen for EBNA-1 inhibitors: inhibitors of Epstein-Barr virus ZTA; P03206; ZTA-DNA binding, fluorescence polarization; inhibition, % at 11 µM; 320,000 compounds, 0.15% hits; in the data active means inhibition above about 33%
LYPLA1 counter: blocks human lysophospholipase 1, a PME1 counter-screen; O75608; recombinant LYPLA1, FP-Rh probe fluorescence polarization; inhibition, % at 5.9 µM; 320,000 compounds, 0.16% hits; AID 2174;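 active means inhibition above the mean of all tested compounds plus 3 SD, set per campaign, cut at about 14% in these data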;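 further: inhibitors block serine hydrolase probe labeling of LYPLA1 so polarization falls; 0% = enzyme with DMSO and 100% = wells lacking LYPLA1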
Target sequence (O75608 whole entry, looked up): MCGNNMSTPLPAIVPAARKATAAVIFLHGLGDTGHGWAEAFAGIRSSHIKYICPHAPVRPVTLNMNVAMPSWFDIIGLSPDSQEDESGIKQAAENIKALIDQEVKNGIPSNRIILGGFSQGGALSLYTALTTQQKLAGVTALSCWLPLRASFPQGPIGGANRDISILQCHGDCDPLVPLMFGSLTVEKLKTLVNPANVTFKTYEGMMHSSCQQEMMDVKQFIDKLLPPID
PAFAH1B2 inh: blocks human PAF acetylhydrolase 1b catalytic subunit 2; P68402; recombinant PAFAH1B2, FP-rhodamine activity probe, fluorescence polarization; inhibition, % at 3.39 µM; 340,000 compounds, 1.2% hits;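 active means inhibition above the mean of all tested compounds plus 3 SD, cut at about 24% in these data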;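 further: 0% = enzyme with DMSO and 100% = wells lacking PAFAH1B2; many of its hits are not listed in these tables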
Target sequence (P68402 whole entry, looked up): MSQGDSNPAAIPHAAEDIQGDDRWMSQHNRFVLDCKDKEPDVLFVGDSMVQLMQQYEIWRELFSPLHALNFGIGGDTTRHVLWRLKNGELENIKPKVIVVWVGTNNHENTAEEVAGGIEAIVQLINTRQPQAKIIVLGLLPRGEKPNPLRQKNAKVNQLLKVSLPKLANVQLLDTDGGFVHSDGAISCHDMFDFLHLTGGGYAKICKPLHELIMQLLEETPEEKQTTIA
PAFAH2 FP inh: PAFAH2 (human) inhibition | inhibition, % at 3.39 µM | 340,000 compounds, 0.99% hits | Q99487 | AID 492956 | recombinant PAFAH2, FP-rhodamine activity probe, fluorescence polarization;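 active means inhibition above the mean over all tested compounds plus 3 SD, cut at about 30% in these data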;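 further: inhibitors block probe labeling of enzyme so polarization drops; 0% = enzyme with DMSO and 100% = wells lacking PAFAH2 protein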
EBNA-1 inh: blocks EBNA-1 binding to DNA. EBNA-1 DNA binding, fluorescence polarization. inhibition, % at 14.8 µM. 300,000 compounds, 0.34% hits. AID 1950; in the data active means inhibition above about 28%
PAFAH1B3 inh: blocks human PAF acetylhydrolase 1B catalytic subunit 3. 340,000 compounds, 0.28% hits. inhibition, % at 3.39 µM. recombinant PAFAH1B3, FP-rhodamine probe, fluorescence polarization;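 active means inhibition above the screen-wide average of all tested compounds plus 3 SD, cut at about 25% in these data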;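 further: 0% = enzyme with DMSO only and 100% = wells lacking PAFAH1B3 protein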
PREPL inhibitor: inhibitors of human prolyl oligopeptidase-like enzyme PREPL; Q4J6C6; recombinant PREPL, fluorescence polarization activity-based probe; inhibition, % at 5.96 µM; 320,000 compounds, 0.68% hits; AID 2751; in the data active means inhibition above about 43%;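 further: 0% = enzyme with DMSO and 100% = wells lacking enzyme; many of its hits are not listed in these tables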
Active calls of the source: *; · = no result given.

SMILES | pPAFAH inh | LYPLA2 inh | ZTA counter | LYPLA1 counter | PAFAH1B2 inh | PAFAH2 FP inh | EBNA-1 inh | PAFAH1B3 inh | PREPL inhibitor
Cc1cnc(C(=O)OCC(=O)Nc2sc3c(c2C#N)CCC3)cn1 | 5 | -5 | 3 | -3 | 6 | -13 | 0 | 9 | -6
O=C(Nc1cccc(S(=O)(=O)N2CCOCC2)c1)c1ccc2c(=O)n3c(nc2c1)CCCCC3 | 1 | 3 | 2 | -18 | 1 | 1 | 3 | -2 | -15
CCN(CC(=O)Nc1ccc(NC(C)=O)cc1)C(=O)c1ccc(COc2ccccc2)o1 | 2 | -4 | 11 | -1 | 9 | 5 | · | 3 | 8
CCc1ccc(C(=O)Nc2nnn(CC)n2)cc1 | 3 | -4 | -2 | -1 | 3 | -4 | 2 | 7 | 1
O=c1c2ccccc2oc2cc(-c3ccc4cc[nH]c4c3)ccc12 | 8 | · | · | · | 2 | -4 | · | 4 | 13
CC(C)C(NC(=O)OCc1ccccc1)C(=O)OCC(=O)NC1CC1 (stereo not given) | 2 | 1 | -8 | 0 | 8 | 0 | -16 | 9 | -9
CCOc1cc(/C=C/c2cc(C(F)(F)F)[nH]c(=O)n2)ccc1O | 3 | -6 | 21 | -5 | 2 | -8 | -1 | 3 | -4
O=C(O)COc1ccc(F)cc1Br | -2 | -1 | -4 | -7 | 7 | -6 | 3 | 3 | 20
CC(=O)Nc1ccc(C(=O)CSc2nnc3scc(-c4ccccc4)n23)cc1 | 1 | -3 | 2 | -9 | 1 | -5 | 2 | 2 | -23
O=C(CNC(=O)c1ccco1)OCc1ccc(C(=O)c2ccccc2)cc1 | 2 | 11 | -1 | -1 | 0 | 9 | -1 | 0 | -1
COc1ccc(-c2[nH]ncc2/C=N\NC(=O)c2ccc(C(C)(C)C)cc2)cc1OC | 0 | -16 | 13 | -14 | -4 | -20 | -13 | -2 | 16
COCCNC(=S)N1CCN(c2nc(-c3ccccc3)cs2)CC1 | 9 | -2 | 12 | -2 | -6 | -6 | 1 | 8 | 5
COc1ccc(CCNC(=O)CSc2nccc(=O)[nH]2)cc1OC | -5 | 0 | 0 | -3 | 0 | 0 | 0 | -7 | -9
O=S(=O)(CCc1ccccc1)N1CCOCC1 | 2 | -4 | 21 | -1 | 1 | 4 | -11 | 6 | -3
CC(C)CCNC(=O)Cn1c(=O)oc2cc(S(=O)(=O)N3CCc4ccccc43)ccc21 | -2 | -2 | 0 | -3 | 9 | 5 | -4 | 8 | -3
O=C(NO)c1ccc(C(=O)N(C2CCCCC2)C2CCCCC2)cc1 | 12 | 10 | -4 | 3 | 5 | -5 | 13 | 3 | 0
O=C(N/N=C/c1c(Cl)[nH]c2ccccc12)c1sc2ccccc2c1Cl | -9 | 4 | 3 | -19 | -5 | -20 | 2 | -5 | 18
Cc1ccc(O)c(NC(=O)c2cc3nc4c(c(C(F)(F)F)n3n2)CCc2ccccc2-4)c1 | 6 | 3 | -2 | 5 | -3 | 0 | 5 | 4 | -1
O=C(CSC1=Nc2ccccc2C2CC=NN12)Nc1ccc(F)c(F)c1F (stereo not given) | -5 | -10 | 5 | -5 | -2 | 1 | · | -3 | -4
CN(C(=O)COC(=O)Cc1c[nH]c2ccccc12)c1c(N)n(Cc2ccccc2)c(=O)[nH]c1=O | -2 | 0 | -18 | 1 | -2 | -5 | · | 6 | 15
Cc1ccc(S(=O)(=O)N(C)/N=C2/C(=O)N(CC(=O)O)c3ccccc32)cc1 | 1 | 6 | 2 | 5 | 5 | -8 | -7 | 2 | -5
Cc1nn2c(CN(C(=O)CN3CCOCC3)c3ccccc3)nnc2c2ccccc12 | 3 | 2 | -18 | 3 | 2 | 2 | -25 | 3 | 1
Clc1ccc(-c2nnc(-c3ccccc3)c(-c3ccccc3)n2)cc1 | 3 | -1 | -1 | 2 | 0 | 8 | -2 | 1 | 8
Cc1ccc(-n2c(CCC(=O)O)ccc2-c2cccs2)cc1 | 51* | 0 | -5 | 0 | 7 | 7 | 0 | 3 | 7
COc1ccc2c(c1)CCc1c(C(=O)N3CC4(C)CC3CC(C)(C)C4)noc1-2 (stereo not given) | 2 | -4 | 4 | -4 | 2 | 2 | 3 | 2 | -5
O=C(CCSc1ccccc1)Nc1nnc(-c2ccccc2)o1 | 8 | -3 | 5 | 1 | 12 | 2 | 0 | 6 | -6
Cc1cc2n(n1)SC(Nc1ccc(F)c(Cl)c1)N2 (stereo not given) | 0 | 0 | -10 | -2 | 5 | 1 | 7 | 4 | 6
Cn1nnc2ccccc2c1=O | 3 | 0 | -4 | 1 | 1 | -5 | -2 | 4 | 1
CCOc1ccc(CCN2C(=O)C3C4C=CC(C4)C3C2=O)cc1OCC (stereo not given) | -7 | 1 | -4 | 3 | -6 | -3 | -10 | -2 | 10
CCOc1ccccc1C(=O)NCC(=O)NCCCSc1ccccc1 | 0 | 4 | -24 | 0 | 4 | 2 | -7 | 5 | 12
CS(=O)(=O)c1ccc2nc(NC(=O)C3CCCO3)sc2c1 (stereo not given) | -11 | -5 | -2 | -2 | 1 | 8 | -5 | 2 | 7
C/C(=N\NS(=O)(=O)c1ccc(Br)cc1)c1ccc(-n2ccnc2)cc1 | 5 | 12 | -8 | 3 | 12 | -7 | · | 2 | 10
O=c1nc(Nc2ccc(Br)cc2)sc2ccc([N+](=O)[O-])cc12 | -2 | -35 | 6 | -22 | -10 | -10 | -4 | -7 | 7
O=C(Nc1nnc(Cc2ccc([N+](=O)[O-])cc2)s1)Nc1ccccc1F | 3 | -2 | -8 | -1 | -6 | -7 | 8 | -3 | -22
O=C(CSc1nc2ccccc2[nH]1)N1CCN(c2ccccc2)CC1 | -3 | 6 | -5 | 5 | 4 | 18 | 9 | 0 | 6
CCC(C)(C)NC(=O)Cc1ccc(OC)c(OC)c1 | -12 | 9 | 10 | 2 | 1 | -2 | -6 | 6 | 3
COc1ccc(-c2c(C)n([O-])c3c([n+]2=O)CCCCC3)cc1 | -7 | 9 | -3 | 1 | -1 | 7 | 0 | 2 | 9
COc1ccc(-c2cc(C(F)(F)F)nc(SCC(=O)Nc3sc4c(c3C#N)CCC4)n2)cc1 | 11 | -4 | -14 | 0 | 1 | -16 | -1 | 4 | -2
COc1ccc(CCNC(=O)CCS(=O)(=O)c2ccc(Br)cc2)cc1OC | 0 | 6 | -8 | 6 | -6 | -5 | 3 | -4 | 3
COc1ccc(Nc2nnc(SC(C)C(=O)NC3CC3)s2)cc1 (stereo not given) | 2 | · | · | · | 3 | 6 | · | -5 | 6
CC(C)OC(=O)c1cc(Cl)c(=O)n(Cc2ccc(Cl)cc2Cl)c1 | 5 | 6 | -6 | -8 | 4 | 3 | -6 | 1 | 16
Cc1cccc(NC(=O)C(C)SCc2ccccc2)c1 (stereo not given) | 3 | -10 | -4 | -6 | 1 | -3 | 7 | 10 | 4
CCOC(=O)C1CCCN(S(=O)(=O)c2cc3c4c(c2)CCN4C(=O)CC3)C1 (stereo not given) | 6 | 7 | -3 | 2 | 1 | -3 | 4 | 5 | 22
COc1ccc(-c2cc(C(=O)Nc3ccc(S(=O)(=O)Nc4onc(C)c4C)cc3)c3ccccc3n2)cc1OC | -5 | -2 | 13 | -1 | -1 | -7 | 4 | 1 | -1
COc1cc(NC(=O)NCc2ccncc2)cc(OC)c1OC | 3 | 6 | 3 | -2 | -5 | 9 | 0 | 6 | 13
O=C(NC(=S)Nc1ccc(CN2CCOCC2)cc1)c1ccc([N+](=O)[O-])cc1 | 3 | 12 | -1 | 0 | 2 | -8 | -7 | 5 | 8
O=C(Nc1ccccc1F)c1ccc(C(=O)c2ccccc2)cc1 | 5 | 1 | -1 | -12 | 4 | -6 | 2 | 5 | -1
O=C(/C(=C/O)N=Nc1ccc(Cl)cc1)c1ccncc1 | 7 | 6 | -3 | 1 | 2 | 10 | -8 | 5 | 8
COc1cccc(N2CCN(C(=O)c3cc4ccc(OC)cc4[nH]3)CC2)c1 | 6 | 2 | -3 | -1 | -1 | 3 | -6 | 2 | -1
Cc1ccc(C)c(N2CCN(c3ccc4cc(S(=O)(=O)N5CCCCC5)ccc4n3)CC2)c1 | -10 | -1 | -6 | 0 | -3 | 4 | -12 | -2 | 12
The listing continues:
SMILES | pPAFAH inh | LYPLA2 inh | ZTA counter | LYPLA1 counter | PAFAH1B2 inh | PAFAH2 FP inh | EBNA-1 inh | PAFAH1B3 inh | PREPL inhibitor
COc1ccc(OC)c2sc(N(CCCN(C)C)C(=O)c3ccc(S(=O)(=O)N4CCc5ccccc5C4)cc3)nc12 | 1 | 3 | 33 | 1 | · | · | 10 | · | 2
Cc1cc(C)cc(N(CC(=O)NCC2CCCO2)C(=O)CCC(=O)Nc2cc(C)on2)c1 (stereo not given) | -1 | 6 | 16 | 2 | 6 | 2 | -8 | 5 | 13
Cc1ccc(OCC(=O)N/N=C2\CCOc3c(C)cccc32)cc1 | 1 | 6 | 10 | 0 | 6 | 9 | 8 | 2 | -8
O=C(CSc1nnc(-c2ccccc2)o1)N1CCOCC1 | -2 | 5 | -10 | 3 | 2 | -7 | 3 | 6 | 14
CCc1cc2ccc(C)c(C)c2nc1SCC(=O)NNC(=O)c1ccco1 | 12 | -10 | -1 | -2 | 3 | -1 | 8 | 7 | -12
CCOc1ccc(S(=O)(=O)Nc2nc3ccccc3nc2Cl)cc1 | 4 | 4 | -5 | 9 | 3 | 5 | 5 | 6 | -2
Cc1cc(C)c(OCC(=O)NCC(C)(C)N2CCOCC2)c(C)c1 | 7 | 3 | 0 | -2 | 2 | -1 | 4 | 4 | -8
C/C(=N\NC(=O)c1cccnc1)c1cccc([N+](=O)[O-])c1 | 4 | 10 | -14 | 1 | 2 | 2 | -13 | 7 | 17
Cc1ccc2nc(SCC(=O)NCc3ccco3)[nH]c2c1 | 16 | 3 | 5 | -1 | 10 | 17 | 3 | 8 | 8
COc1ccc(CC(=O)N/N=C/c2ccc(-c3ccc(F)cc3)o2)cc1OC | 0 | 0 | 1 | -2 | 6 | 6 | -6 | 1 | 24
COc1ccc(CN(C)C(C)C(=O)Nc2ccc(S(=O)(=O)N3CCOCC3)cc2)c(OC)c1 (stereo not given) | -1 | -1 | 0 | -3 | 1 | -3 | -4 | 11 | 1
CCN(CC)CCCNC(=O)c1ccc(Cl)c(S(=O)(=O)Nc2ccccc2OC)c1 | 1 | 2 | -9 | -1 | 2 | 2 | 4 | -8 | 15
O=C(NC1CC1)c1cc(F)c(F)cc1Cl | 0 | -1 | 4 | -4 | 2 | 1 | 2 | 4 | -2
O=C(Nc1nc(-c2ccncc2)cs1)C1c2ccccc2Oc2ccccc21 | -4 | -59 | 0 | -25 | -4 | -47 | 3 | 1 | 2
CC(NC(=O)Cc1ccc(S(=O)(=O)N2CCOCC2)s1)c1ccc(Cl)c(Cl)c1 (stereo not given) | 2 | -1 | 11 | -4 | 2 | 4 | 3 | -1 | -3
Cc1cccc(NC(=O)c2nc[nH]c2C(=O)N[C@@H](C)c2ccccc2)c1 | -1 | -8 | 13 | -8 | 2 | -3 | · | -2 | -6
Nc1ccc(S(=O)(=O)N2CCc3ccccc32)cc1 | 9 | 5 | -17 | 5 | 7 | 2 | -9 | 2 | -6
CCOC(=O)c1nn(-c2ccccc2F)c(-c2ccccc2)c1C(=O)c1ccccc1 | 19 | -4 | 8 | -6 | 4 | -3 | -3 | 5 | -18

Entries of single compounds, quoted from the list. Order of screens: pPAFAH inh | LYPLA2 inh | ZTA counter | LYPLA1 counter | PAFAH1B2 inh | PAFAH2 FP inh | EBNA-1 inh | PAFAH1B3 inh | PREPL inhibitor
Entry for COc1ccc(CN(C)C(C)C(=O)Nc2ccc(S(=O)(=O)N3CCOCC3)cc2)c(OC)c1 (stereo not given) : -1 | -1 | 0 | -3 | 1 | -3 | -4 | 11 | 1
Entry for Cc1cccc(NC(=O)c2nc[nH]c2C(=O)N[C@@H](C)c2ccccc2)c1 : -1 | -8 | 13 | -8 | 2 | -3 | · | -2 | -6

The list is partial; the hit share may differ from the screen's.
